Bioassay records (PubChem BioAssay)
ssDAF12 agonist = activators of S. stercoralis DAF-12 nuclear receptor. activation, % at 6.8 µM. 1% of 370,000 active. HEK293 ssDAF-12/GRIP1 lit1-tk-luc reporter, luminescence; % of 3 µM dafachronic acid response. AID 652126;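 active = activation above the mean over all tested compounds plus 3 SD, cut at about 0.9% in these data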;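 also: 0% = DMSO-only wells and 100% = 3 µM delta7-dafachronic acid wells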
NPR1 activator = GC-A (human) enzyme activation. HEK293 GC-A cells, cGMP TR-FRET, EC30 ANP; 0% at EC30 ANP, 100% saturating ANP. P16066. 0.14% of 370,000 active. AID 1671463. activation, % at 10 µM; in the data active = activation above about 40%
Target sequence (P16066 whole entry, looked up): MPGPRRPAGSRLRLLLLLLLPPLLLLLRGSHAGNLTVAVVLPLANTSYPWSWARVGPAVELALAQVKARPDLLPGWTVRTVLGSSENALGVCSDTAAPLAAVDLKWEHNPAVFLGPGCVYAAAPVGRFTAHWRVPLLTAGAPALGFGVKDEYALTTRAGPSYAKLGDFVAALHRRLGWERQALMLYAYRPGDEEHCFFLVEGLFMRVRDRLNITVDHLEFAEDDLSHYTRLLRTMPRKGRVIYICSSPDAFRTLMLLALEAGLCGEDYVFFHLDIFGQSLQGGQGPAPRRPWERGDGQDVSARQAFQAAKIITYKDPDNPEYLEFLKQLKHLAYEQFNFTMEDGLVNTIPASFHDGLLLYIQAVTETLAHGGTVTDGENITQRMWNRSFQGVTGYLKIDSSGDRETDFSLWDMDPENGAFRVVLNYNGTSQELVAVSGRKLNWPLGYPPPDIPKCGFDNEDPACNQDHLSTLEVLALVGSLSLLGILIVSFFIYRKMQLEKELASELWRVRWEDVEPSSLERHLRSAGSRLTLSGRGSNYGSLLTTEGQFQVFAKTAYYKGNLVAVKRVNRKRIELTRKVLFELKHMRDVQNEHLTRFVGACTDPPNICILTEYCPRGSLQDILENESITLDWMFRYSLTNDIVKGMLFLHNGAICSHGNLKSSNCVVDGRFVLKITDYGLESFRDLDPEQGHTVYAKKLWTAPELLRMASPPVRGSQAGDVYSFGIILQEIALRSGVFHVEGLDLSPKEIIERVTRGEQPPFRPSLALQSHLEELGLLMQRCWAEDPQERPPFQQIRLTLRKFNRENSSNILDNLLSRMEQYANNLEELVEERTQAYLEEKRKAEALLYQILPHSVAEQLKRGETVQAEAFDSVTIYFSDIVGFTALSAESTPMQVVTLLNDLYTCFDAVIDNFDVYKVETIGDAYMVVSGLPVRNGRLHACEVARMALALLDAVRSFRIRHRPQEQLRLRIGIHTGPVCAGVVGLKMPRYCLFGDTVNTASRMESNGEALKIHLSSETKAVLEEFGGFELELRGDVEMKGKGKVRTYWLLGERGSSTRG
ADAM10 inh = ADAM10 inhibition, QFRET primary screen; recombinant ADAM10, EDANS/DABCYL FRET peptide cleavage, 3 h; 0.62% of 370,000 active; O14672; AID 720582; inhibition, % at 7 µM;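 active = inhibition above a per-campaign cutoff equal to the mean of compounds falling between control-based bounds plus 3 SD, cut at about 20% in these data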;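 also: 0% = DMSO wells while the 100% control is not disclosed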
SMARCA2 activ = activators of SMARCA2 function. activation, % at 9.1 µM. MG213 cells, MMTV-luciferase reporter, dexamethasone, overnight. AID 652017. 1% of 370,000 active; in the data active = activation above about 7.8%;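 also: 0% = vehicle wells and 100% = reference activator wells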
DAX1 inh-1 = NR0B1 (DAX1) inhibition. P51843. HEK293 Gal4-DAX1 luciferase reporter, luminescence. inhibition, % at 6.75 µM. 0.99% of 340,000 active. AID 504766;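 active = inhibition above the mean over all tested compounds plus 3 SD, cut at about 4.2% in these data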;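 also: 0% = DAX1-transfected cells with DMSO and 100% = empty-vector control cells with DMSO; inhibition shows as a rise in luminescence from relieved DAX1 repression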
DAX1 inh-2 = DAX1 (NR0B1) inhibition, primary screen. HEK293T StAR-luciferase reporter, SF-1/DAX-1 repression relief. inhibition, % at 6.8 µM. 1.1% of 370,000 active. AID 652010;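 active = inhibition above the mean over all tested compounds plus 3 SD, cut at about 3.6% in these data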;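 also: 0% = DAX-1 cells with DMSO and 100% = cells lacking DAX-1 with DMSO; higher inhibition means more luminescence from relief of DAX-1 repression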
ADAM17 inh = ADAM17 inhibition, QFRET primary screen | AID 720648 | recombinant ADAM17, EDANS/DABCYL FRET peptide cleavage | inhibition, % at 6.95 µM | 0.83% of 370,000 active | P78536;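 active = inhibition above the mean of compounds lying between control limits plus 3 SD, set per campaign, cut at about 8.5% in these data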;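 also: 0% = DMSO-only wells as the low control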
hgDAF12 agonist = agonists of H. glycines DAF-12 nuclear receptor. HEK293 GAL4-hgDAF12 UAS-luciferase reporter, agonist luminescence; normalized to butyrate control. activation, % at 6.8 µM. 1.8% of 370,000 active. AID 687014;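 active = activation above a cutoff set at the mean of all screened compounds plus 3 SD, cut at about 10% in these data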;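 also: 0% = DMSO wells and 100% = sodium butyrate wells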
FXN GAA850 act = increases GAA850 frataxin promoter reporter activity; HEK293 lucGAA850 FXN promoter luciferase reporter, 24 h; percent of 10 µM SAHA response; activation, % at 6 µM; 0.56% of 360,000 active;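 active = activation above the average of all compounds screened plus 3 SD, cutoff fixed separately per campaign, cut at about 7.5% in these data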;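 also: 0% = DMSO wells and 100% = 10 µM SAHA wells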
hcDAF-12 act = H. contortus DAF-12 activation, primary screen. HEK293 hcDAF-12 lit1-tk-luc reporter, luminescence; 0% DMSO, 100% Δ7-dafachronic acid. activation, % at 6.8 µM. 1.4% of 370,000 active. AID 652067;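 active = activation above the mean of all tested compounds plus 3 SD, cut at about 5.5% in these data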;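 also: 100% = response to 3 µM Δ7-dafachronic acid high control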
PG9 binder = binds the HIV-1 gp120 antibody PG9; 0.43% of 360,000 active; AID 624416; inhibition, % at 6.7 µM; TR-FRET gp120-PG9 antibody binding; in the data active = inhibition above about 8.5%
Active calls of the source: *; / = not tested or not shown. Some of the compounds tested; rates above refer to the full screens.

The opening 3 compounds as a preview:
SMILES | ssDAF12 agonist | NPR1 activator | ADAM10 inh | SMARCA2 activ | DAX1 inh-1 | DAX1 inh-2 | ADAM17 inh | hgDAF12 agonist | FXN GAA850 act | hcDAF-12 act | PG9 binder
Clc1cccc(N2CCNCC2)n1 | -1.2 | 0.7 | 8.8 | 1.1 | 1.1 | 0.7 | -2.5 | 0.8 | 3.0 | -0.8 | -2.8
O=c1[nH]c2ccccc2n1C1CCN(C(c2ccccc2OC(F)(F)F)c2nnnn2Cc2ccccc2)CC1 (configuration not stated) | -2.7 | -8.9 | 13.3 | -5.0 | / | -5.6 | 11.7* | -7.8 | / | -2.9 | 0.8
O=[N+]([O-])c1cc(F)c(N2CCCCCC2)cc1N1CCNCC1 | -1.5 | 4.6 | -0.5 | 0.8 | 0.3 | -1.4 | 0.4 | -0.5 | 1.6 | -0.8 | -3.4

Results, from the first entry:
SMILES | ssDAF12 agonist | NPR1 activator | ADAM10 inh | SMARCA2 activ | DAX1 inh-1 | DAX1 inh-2 | ADAM17 inh | hgDAF12 agonist | FXN GAA850 act | hcDAF-12 act | PG9 binder
Clc1cccc(N2CCNCC2)n1 | -1.2 | 0.7 | 8.8 | 1.1 | 1.1 | 0.7 | -2.5 | 0.8 | 3.0 | -0.8 | -2.8
O=c1[nH]c2ccccc2n1C1CCN(C(c2ccccc2OC(F)(F)F)c2nnnn2Cc2ccccc2)CC1 (configuration not stated) | -2.7 | -8.9 | 13.3 | -5.0 | / | -5.6 | 11.7* | -7.8 | / | -2.9 | 0.8
O=[N+]([O-])c1cc(F)c(N2CCCCCC2)cc1N1CCNCC1 | -1.5 | 4.6 | -0.5 | 0.8 | 0.3 | -1.4 | 0.4 | -0.5 | 1.6 | -0.8 | -3.4
O=c1[nH]c(=S)[nH]c(O)c1N=Nc1cc(S(=O)(=O)Nc2ccc(Cl)cc2)ccc1Cl | -1.0 | -4.2 | -10.1 | -0.5 | 1.0 | 3.3 | -0.2 | 2.8 | -0.8 | -1.6 | -4.4
Cc1ccc(C2N(c3cc(C)on3)C(=O)C3CCCN32)cc1 (configuration not stated) | -0.3 | 1.4 | -4.5 | -1.2 | -0.4 | -0.2 | -3.2 | -0.2 | 0.6 | -0.7 | 1.3
COc1ccc(N2C(=O)/C(=C/c3cc(C)n(-c4ccc(C)cn4)c3C)C(=O)NC2=S)c(OC)c1 | -0.8 | 1.8 | -9.3 | 1.6 | -0.8 | -0.4 | -3.3 | -2.1 | 0.7 | 0.4 | -3.2
CCOc1cccc(=NC2CCCCC2)c2c(C)[nH]c(C)c12 | -1.1 | 1.9 | -64.2 | -1.7 | 0.3 | -0.8 | -16.2 | -2.2 | -1.8 | -0.1 | -8.7
CCC(=O)OC1(c2ccccc2)CCN(C)CC1C (configuration not stated) | -1.6 | 2.9 | -3.0 | -0.3 | / | 0.1 | -2.1 | -1.1 | 1.5 | -0.4 | -0.9
COC(=O)[C@@]1(O)c2c(oc3cccc(O)c3c2=O)C=C[C@H]1O | -1.1 | 8.9 | -4.3 | -6.0 | / | -3.8 | -1.9 | -10.1 | / | -2.9 | /
CC(=O)O[C@H]1CCC2C3CC[C@H]4[C@@H](O)[C@H](O)CC[C@]4(C)C3CC[C@@]21C (some centres not stated) | -1.1 | 1.7 | 7.6 | 5.2 | -0.3 | -0.4 | 2.6 | -2.5 | -0.3 | 0.4 | 0.2
CNC(=O)ON(C(=O)NC)C1N(C)C(=S)SC1(C)C (configuration not stated) | -1.2 | 3.0 | 1.3 | 0.9 | 0.8 | -0.6 | -3.2 | -0.9 | -0.6 | 0.1 | -1.6
N#CCC[C@@H]1CC[C@]2(CCCN(Cc3ccncc3)C2)O1 | -1.1 | 1.6 | -5.3 | -1.0 | / | 0.3 | -4.1 | -0.8 | / | 0.7 | /
CCc1ccc(CN2CCN(Cc3cc(Br)ccc3O)CC2)cc1 | -1.0 | 2.7 | -2.0 | 0.1 | 0.2 | -0.4 | 1.7 | -0.8 | 0.4 | -0.5 | -2.6
O=C1C2CCN(CC2)C1Cc1ccccc1O (configuration not stated) | -1.1 | -2.1 | 2.3 | -0.9 | / | -0.4 | -4.0 | 0.2 | / | -0.6 | 1.7
COc1ccccc1CCNCc1cccc(C(F)(F)F)c1 | -1.2 | -25.5 | 4.8 | -3.0 | -0.4 | -0.2 | 1.2 | -1.5 | -0.5 | 0.7 | -0.3
CC1=CC(=C2C(=O)NC(=S)NC2=O)C=C(C(F)(F)F)N1C | -1.5 | 2.9 | -6.2 | 0.8 | 1.9 | -1.0 | 1.0 | -3.0 | 2.2 | 0.4 | 0.6
CCC(c1nnnn1C(C)(C)C)N1CCC2(CC1)C(=O)NCN2c1ccccc1 (configuration not stated) | -0.7 | -3.3 | 4.0 | 3.4 | / | -1.4 | -3.0 | 0.9 | / | 1.3 | -0.8
N#C/C(=C\c1ccc(O)cc1)C(=O)O (tested in a mixture with another compound) | -1.1 | 0.9 | -3.0 | -0.5 | -0.4 | 0.0 | -4.8 | 2.6 | -0.8 | -2.7 | -1.5
COc1ccc2c(c1OC)C(=O)OC2C1c2cc3c(cc2CCN1C)OCO3 (configuration not stated) | -1.6 | -32.1 | -26.5 | -2.1 | 1.2 | 0.2 | -10.0 | 7.4 | 1.6 | 0.3 | -1.5
CC(C)N1CCN(Cc2cccc3c2OCO3)CC1CCO (configuration not stated) | -0.6 | 0.6 | -3.3 | -2.3 | 0.5 | 0.5 | -4.7 | -0.9 | 2.6 | 0.1 | -0.4
CCOC(=O)C1=C(C(=O)OCC)C2(c3ccccc3)c3ccccc3C1(C)N2C (configuration not stated) | -1.3 | -13.6 | -4.2 | 2.1 | / | -2.7 | 0.0 | -9.5 | / | -2.6 | -0.8
O=C1CN=C(c2ccc(F)cc2)c2oc3ccccc3c2N1 | -1.8 | -2.1 | -6.9 | -1.6 | -1.8 | 0.0 | -5.2 | 0.3 | 0.4 | -1.7 | -1.6
Nc1nnc(CCN2CCCCC2)s1 | -1.1 | -0.7 | -3.8 | 1.3 | -0.2 | 0.6 | -1.0 | -1.4 | 0.4 | -1.0 | 1.3
CC1CCCC(NC(=O)COC(=O)c2cn(C)c3ccccc23)C1C (configuration not stated) | -1.9 | -0.4 | -0.3 | 0.5 | -0.8 | -1.6 | -4.1 | -4.0 | -1.2 | -3.5 | -0.4
CCOC(=O)c1c(/N=C/c2c(O)n(-c3cccc(C)c3)c(=O)[nH]c2=O)sc2c1CCCC2 | -0.8 | 5.7 | -7.8 | -2.1 | 1.2 | 0.1 | -5.4 | -1.1 | -0.5 | 0.1 | -0.2

(cont.)
SMILES | ssDAF12 agonist | NPR1 activator | ADAM10 inh | SMARCA2 activ | DAX1 inh-1 | DAX1 inh-2 | ADAM17 inh | hgDAF12 agonist | FXN GAA850 act | hcDAF-12 act | PG9 binder
Cc1ccc(C(O)P(=O)(Oc2ccccc2)Oc2ccccc2)cc1 (configuration not stated) | -1.2 | -3.8 | 0.6 | 0.3 | -0.2 | 0.1 | -2.8 | 0.3 | 2.1 | -1.4 | -0.1
COc1ccc(C(=O)C2CCCN(Cc3ccc(C)s3)C2)c(OC)c1 (configuration not stated) | -1.1 | -2.8 | 4.6 | -2.0 | -0.6 | 0.1 | -1.7 | -0.8 | -2.4 | -0.4 | -1.1
CCCN1CCO[C@@H]2c3cc(O)ccc3OC[C@H]21 | -1.8 | 5.3 | 6.9 | -1.8 | -0.6 | 1.6 | 0.9 | 0.5 | 0.7 | -0.6 | -2.2
Cc1ccc(N)c(N)c1 | 0.2 | -4.4 | -38.9 | -2.8 | -1.9 | 6.6* | -7.0 | 10.3 | -2.1 | 2.6 | -6.8
O=P(O)(O)COc1ccccc1O | 0.0 | -1.2 | 3.6 | -3.4 | -1.4 | 0.9 | -4.7 | 2.5 | 0.5 | 2.0 | -0.5
O=C1CC=C2C3CC4N(CCC45c4cc(O)c(O)cc4N1C25)CC3=CCBr (configuration not stated) | -0.9 | -4.8 | -2.4 | 1.0 | 1.3 | -0.6 | -0.8 | 0.8 | -0.2 | 0.8 | 4.5
Cc1cc(/C=C2\C(=O)NC(=O)N(c3ccc(Br)cc3)C2=O)c(C)n1-c1cc(C(=O)O)cc(C(=O)O)c1 | -0.9 | -1.7 | -15.6 | 0.4 | 0.3 | 0.4 | -8.7 | 1.6 | 0.4 | -0.8 | -0.2
CCc1nnc(NS(=O)(=O)c2ccc(N=Cc3c(O)n(-c4ccc(Cl)cc4)c(=O)[nH]c3=O)cc2)s1 | -0.4 | 1.2 | 1.9 | 3.3 | -0.2 | 0.0 | -3.9 | 1.8 | 2.1 | -1.3 | -0.5
O=C1CC(=O)N(c2ccc3c(c2)OCO3)C(=O)N1 | -1.1 | 1.9 | 2.3 | 1.3 | -0.2 | -0.6 | -2.6 | -0.8 | -0.8 | -1.5 | -3.5
CN=C(SCc1ccccc1)c1c(O)n(C)c(=O)n(C)c1=O | -0.6 | 1.4 | 4.1 | -0.9 | -0.3 | 0.1 | -5.9 | -0.7 | -0.6 | 0.6 | -0.6
O=C(CN1CCN(C(=O)COc2cccc(F)c2)CC1)Nc1ccc(Cl)c(C(F)(F)F)c1 | -1.1 | -3.3 | -18.0 | -3.2 | -1.0 | -1.2 | 0.7 | -1.0 | 0.3 | -1.4 | 0.2
O=C1NC(=O)C(Cc2ccccc2)C(=O)N1 | -0.8 | 2.9 | -13.9 | -5.6 | -1.8 | -4.7 | 6.4 | -0.9 | 0.2 | -1.4 | 0.6
Cc1c(N=Cc2c(O)n(C)c(=O)[nH]c2=O)c(=O)n(-c2ccccc2)n1C | -1.0 | 6.5 | -2.7 | -1.0 | / | -0.3 | 2.1 | -1.5 | 0.8 | -1.0 | -1.2
Cc1ccnc(NC(=O)CCCc2ccc(N(CCCl)CCCl)cc2)n1 | -0.9 | -5.9 | -4.3 | 0.1 | 0.1 | -0.2 | -3.5 | -1.4 | -0.3 | -0.1 | -2.7
Cc1cc(/C=C2\C(=O)NC(=S)N(C)C2=O)c(C)n1C1CCCCC1 | 0.1 | 1.3 | 8.4 | -1.3 | -0.6 | 0.0 | -0.6 | 1.7 | 1.8 | -1.1 | -2.3
CC1CN=C(NCCc2ccccc2)S1 (configuration not stated) | -1.6 | 1.2 | -2.0 | 1.4 | -0.3 | 0.1 | -1.7 | 0.5 | 0.3 | -0.2 | 0.6
c1cc2c(cc1N1CCCCC1)C1CC2CCN1 (configuration not stated) | -1.1 | 1.9 | -14.2 | -1.8 | -1.6 | -0.4 | -7.1 | 0.5 | 2.2 | -1.2 | -0.2
Cc1ccc(-n2c(CNCc3ccc(F)cc3)nc3ccccc3c2=O)cc1 | -0.3 | -0.8 | -0.4 | 0.8 | 0.9 | -0.2 | 1.6 | 0.0 | -0.8 | 3.9 | 2.0
COc1ccc(CN2CCN(c3ccccc3)CC2)c(C)c1C | -1.8 | -5.4 | -3.4 | -5.2 | 0.7 | -0.8 | -2.9 | 1.6 | -3.7 | 0.0 | 0.3
Cc1c(C=O)c2ccccc2n1Cc1ccc([N+](=O)[O-])cc1 | -0.6 | -10.4 | 1.0 | -3.9 | -0.2 | -1.5 | -2.8 | 0.8 | 3.3 | -3.0 | -2.6
CCC(=NCCCn1ccnc1)c1c(O)n(-c2ccccc2)c(=O)[nH]c1=O | -0.7 | 3.9 | 0.2 | -2.6 | 2.2 | -0.7 | -0.7 | 3.5 | 0.1 | 0.3 | -1.3
